Bioassay records as filed in PubChem BioAssay.
MBD2 DNA inh: blocks human MBD2 binding to methylated DNA. Q9UBB5. TR-FRET, MBD2 binding to methylated oligonucleotide. inhibition, % at 4.4 µM. 370,000 compounds, 0.31% hits. AID 686964; in the data active = inhibition above about 13%
hgDAF-12 ag: hgDAF-12 agonism, primary luciferase screen | HEK293 GAL4-hgDAF12 UAS-luciferase reporter, agonist luminescence; normalized to butyrate control | activation, % at 6.8 µM | 370,000 compounds, 1.8% hits | AID 687014;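 active = activation above a cutoff set at the mean of all screened compounds plus 3 SD, cut at about 10% in these data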;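 note: 0% = DMSO wells and 100% = sodium butyrate wells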
ssDAF12 agonist: S. stercoralis DAF-12 activation, primary screen; activation, % at 6.8 µM; 370,000 compounds, 1% hits; HEK293 ssDAF-12/GRIP1 lit1-tk-luc reporter, luminescence; % of 3 µM dafachronic acid response; AID 652126;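 active = activation above the mean over all tested compounds plus 3 SD, cut at about 0.9% in these data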;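 note: 0% = DMSO-only wells and 100% = 3 µM delta7-dafachronic acid wells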
SMARCA2 act: activators of SMARCA2 function; MG213 cells, MMTV-luciferase reporter, dexamethasone, overnight; activation, % at 9.1 µM; 370,000 compounds, 1% hits; AID 652017; in the data active = activation above about 7.8%;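 note: 0% = vehicle wells and 100% = reference activator wells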
ADAM17 inh: inhibits human ADAM17 | recombinant ADAM17, EDANS/DABCYL FRET peptide cleavage | inhibition, % at 6.95 µM | 370,000 compounds, 0.83% hits;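 active = inhibition above the mean of compounds lying between control limits plus 3 SD, set per campaign, cut at about 8.5% in these data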;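 note: 0% = DMSO-only wells as the low control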
Target sequence (P78536 215-824 limits assumed): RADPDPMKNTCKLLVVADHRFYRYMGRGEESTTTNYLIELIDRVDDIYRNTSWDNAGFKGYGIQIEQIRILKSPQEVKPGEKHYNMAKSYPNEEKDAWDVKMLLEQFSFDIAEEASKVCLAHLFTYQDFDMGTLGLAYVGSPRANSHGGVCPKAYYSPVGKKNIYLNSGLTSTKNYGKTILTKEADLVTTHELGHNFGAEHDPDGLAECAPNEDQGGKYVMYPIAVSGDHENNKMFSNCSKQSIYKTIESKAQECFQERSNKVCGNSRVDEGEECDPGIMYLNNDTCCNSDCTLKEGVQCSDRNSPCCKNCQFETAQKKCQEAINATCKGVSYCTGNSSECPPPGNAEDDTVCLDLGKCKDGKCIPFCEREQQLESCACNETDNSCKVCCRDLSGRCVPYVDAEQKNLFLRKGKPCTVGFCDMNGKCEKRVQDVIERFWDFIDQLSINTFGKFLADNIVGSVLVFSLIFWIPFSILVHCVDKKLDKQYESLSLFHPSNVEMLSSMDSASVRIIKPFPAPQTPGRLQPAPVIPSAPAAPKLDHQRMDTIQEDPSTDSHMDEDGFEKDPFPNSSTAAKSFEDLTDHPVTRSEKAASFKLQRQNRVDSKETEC
DAX1 inh-1: inhibitors of DAX1 repression of SF-1 activated StAR promoter | AID 652010 | 370,000 compounds, 1.1% hits | HEK293T StAR-luciferase reporter, SF-1/DAX-1 repression relief | inhibition, % at 6.8 µM;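 active = inhibition above the mean over all tested compounds plus 3 SD, cut at about 3.6% in these data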;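 note: 0% = DAX-1 cells with DMSO and 100% = cells lacking DAX-1 with DMSO; higher inhibition means more luminescence from relief of DAX-1 repression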
PLCb3 inh: blocks human PLC-beta3 enzyme activity; Q01970; Purified PLC-beta3, fluorogenic substrate, fluorescence; inhibition, % at 12.2 µM; 370,000 compounds, 0.18% hits; in the data active = inhibition above about 11%;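 note: 0% = median of compound wells on plate and 100% = full blocker control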
NR1D1 modulator: modulators of human Rev-erb alpha DNA binding | P20393 | AID 1259318 | 370,000 compounds, 0.79% hits | Rev-erbα–FITC-DNA binding, fluorescence polarization, 90 min | activity, % at 10 µM;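 active = activity above about 14%, limit read from the data; passing the limit was not always enough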;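 note: 0% = DMSO wells with 35 nM protein and 100% = DMSO wells with 750 nM protein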
DAX1 inh-2: inhibitors of human orphan nuclear receptor DAX1 (NR0B1) | AID 504766 | HEK293 Gal4-DAX1 luciferase reporter, luminescence | P51843 | 340,000 compounds, 0.99% hits | inhibition, % at 6.75 µM;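 active = inhibition above the mean over all tested compounds plus 3 SD, cut at about 4.2% in these data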;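 note: 0% = DAX1-transfected cells with DMSO and 100% = empty-vector control cells with DMSO; inhibition shows as a rise in luminescence from relieved DAX1 repression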
Target sequence (P51843 207-470 limits assumed): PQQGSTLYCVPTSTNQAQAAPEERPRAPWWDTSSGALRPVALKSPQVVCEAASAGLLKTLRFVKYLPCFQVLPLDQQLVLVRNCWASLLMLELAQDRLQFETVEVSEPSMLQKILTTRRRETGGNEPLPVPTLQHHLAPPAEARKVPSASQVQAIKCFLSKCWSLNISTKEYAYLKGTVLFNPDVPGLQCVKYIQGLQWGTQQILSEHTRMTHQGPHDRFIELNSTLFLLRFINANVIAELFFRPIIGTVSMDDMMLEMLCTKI
PLC-gamma1 inh: blocks human PLC-gamma1 enzyme activity | 370,000 compounds, 0.84% hits | AID 720700 | purified PLC-gamma1, fluorogenic substrate, fluorescence | P19174 | inhibition, % at 12.2 µM; in the data active = inhibition above about 9.5%
hcDAF12 agonist: activators of H. contortus DAF-12 nuclear receptor; activation, % at 6.8 µM; HEK293 hcDAF-12 lit1-tk-luc reporter, luminescence; 0% DMSO, 100% Δ7-dafachronic acid; 370,000 compounds, 1.4% hits; AID 652067;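 active = activation above the mean of all tested compounds plus 3 SD, cut at about 5.5% in these data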;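 note: 100% = response to 3 µM Δ7-dafachronic acid high control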
* marks the source's active call; other numbers are inactive results; i = inactive; · = not tested or not shown.

Every second line gives: hcDAF12 agonist | ADAM17 inh | hgDAF-12 ag | PLCb3 inh | MBD2 DNA inh | ssDAF12 agonist | DAX1 inh-2 | DAX1 inh-1 | PLC-gamma1 inh | SMARCA2 act | NR1D1 modulator
[1] COc1cc(C(=O)COC(=O)c2ccncc2)cc(OC)c1OC
 : 0.1 | -7 | -0.6 | 0 | -3 | -1.2 | 0.3 | 0.0 | 2 | -2 | 6
[2] COC(=O)C1=C(C)N(C)C(=NCc2cccc(C(F)(F)F)c2)NC1c1cccc(Cl)c1 (stereo unspecified)
 : 0.4 | -4 | -0.7 | 1 | 1 | -0.9 | · | -1.0 | 2 | -4 | -6
[3] O=C(Nc1nc2ccccc2s1)c1ccc2c(c1)S(=O)(=O)c1ccccc1C2=O
 : 4.8 | -1 | -0.5 | 5 | -4 | 0.6 | · | 0.2 | 1 | -3 | -4
[4] CS(=O)(=O)Nc1ccc(C(=O)NCCSc2ccc(Cl)cc2)cc1
 : 0.1 | -1 | 1.8 | -3 | -5 | -1.1 | -0.9 | 0.4 | 0 | 1 | -2
[5] CC(=O)c1cc(C#N)c(SCC(=O)O)nc1C
 : -0.1 | -6 | -2.7 | -3 | 0 | -0.3 | -0.7 | -0.8 | 1 | -1 | 1
[6] CCc1ccc(OCC(=O)O/N=C(\N)Cc2ccc([N+](=O)[O-])cc2)cc1
 : -2.2 | 2 | -2.9 | 0 | 0 | -1.1 | -0.4 | -0.2 | -2 | -4 | 0
[7] COC(=O)C1=C(C)N(C)C(=NCC2CC2)NC1c1cccc(C(F)(F)F)c1 (stereo unspecified)
 : -0.1 | -2 | -1.9 | -2 | 3 | -1.3 | · | 0.8 | -2 | -6 | -1
[8] CCCCOc1ccc(-c2nnc(-c3ccncc3)o2)cc1
 : 0.9 | -6 | 7.5 | -66 | -2 | -0.5 | 0.3 | 0.8 | -47 | 0 | -3
[9] CCc1nnc(NS(=O)(=O)c2ccc(NC(=S)NC(=O)c3ccc(F)cc3)cc2)s1
 : -0.8 | 0 | 1.7 | -3 | 2 | -1.1 | -0.1 | 0.5 | 2 | -1 | -6
[10] CC(C)c1onc(C(=O)N(C)Cc2ccccc2)c1[N+](=O)[O-]
 : -0.5 | 4 | 0.4 | 2 | -2 | -1.0 | 2.1 | -0.4 | 4 | -2 | -3
[11] CCCn1c(SCC(=O)Nc2nc(-c3ccc(OC)cc3)cs2)nc2c1c(=O)n(C)c(=O)n2C
 : -2.1 | -2 | -1.2 | 2 | 3 | -1.4 | -0.2 | 0.4 | -2 | -2 | 5
[12] Cc1nn(C(=O)c2cccs2)c(C)c1CN1C(=O)c2ccccc2C1=O
 : -2.3 | 2 | 3.0 | 2 | -6 | -1.9 | 0.8 | 0.1 | 3 | 0 | 4
[13] S=C(NCc1ccccc1)NCc1ccc(CNC(=S)NCc2ccccc2)cc1
 : -4.1 | 8 | -5.0 | -1 | 2 | -2.0 | -1.3 | -0.3 | 2 | -4 | 7
[14] Cc1ccc(C)c(NC(=O)c2cnn(-c3ccccc3)c2C)c1
 : -1.9 | -1 | 4.3 | -8 | 2 | -0.3 | 1.9 | 1.1 | 0 | -1 | -1
[15] Cc1nn(Cc2ccccc2)c(C)c1NC(=O)c1cc(-c2cccs2)on1
 : -2.4 | 0 | -3.6 | 0 | -1 | -2.4 | 0.2 | -0.9 | 0 | -1 | -1
[16] CCN(CC)C(=O)c1c(C)[nH]c(=S)c(C#N)c1-c1ccco1
 : 0.8 | -5 | 4.9 | -15 | 2 | -2.0 | -0.4 | 0.1 | -7 | 0 | 4
[17] CCCCN(C(=O)c1ccco1)c1c(N)n(CCC)c(=O)[nH]c1=O
 : -1.4 | 0 | 1.1 | -12 | 4 | -1.2 | -0.1 | 0.1 | -3 | -3 | -1
[18] COc1ccc(NC(=O)c2noc3c2CCCCC3)cc1
 : 5.7* | -3 | 20* | -8 | 2 | -0.4 | 2.8 | 4.5* | 2 | 4 | -7
[19] OC(c1ccc(F)c(F)c1)c1nc(-c2csc3ccccc23)cs1 (stereo unspecified)
 : -0.6 | 6 | -1.8 | 2 | 0 | -0.8 | · | 0.7 | -1 | 4 | 5
[20] CC[C@]1(C(=O)OC)[C@H]2C(=O)N(C)C(=O)[C@H]2[C@H]2CN=C(SC)N21
 : -2.0 | -5 | 2.1 | 3 | 2 | -1.0 | 0.4 | -0.1 | -1 | -3 | 8
[21] Cc1cc(N2CCCCC2)n2nc(C)c(-c3ccccc3)c2n1
 : -1.6 | -4 | -2.9 | -81 | -3 | -1.6 | 0.9 | -1.2 | -63 | 0 | 2
[22] c1ccc2c(c1)[nH]c1c(N3CCCC3)ncnc12
 : -3.8 | -6 | -5.3 | -31 | 2 | -2.3 | -3.5 | -3.4 | -24 | -3 | 1
[23] CC(C)C(=O)NNC(=O)CC(=O)Nc1ccccc1C(=O)O
 : -1.2 | -4 | 0.3 | -4 | -2 | -0.6 | 2.6 | 0.3 | 0 | 2 | -2
[24] CC1CCN(CCCNC(=O)c2ccc(CSCc3cccc(Cl)c3)o2)CC1
 : 0.1 | -2 | 3.4 | -3 | -1 | -1.3 | 0.1 | 0.5 | 1 | 2 | -1
[25] CNC(=O)c1c(NC(=O)CCS(=O)(=O)c2ccc(C)cc2)sc(C)c1C
 : -1.8 | -2 | -1.2 | -6 | -4 | -0.8 | 0.4 | -1.0 | -4 | -2 | 1
[26] O=C(NCC(c1ccco1)N1CCc2ccccc2C1)c1ccc([N+](=O)[O-])cc1 (stereo unspecified)
 : -0.2 | 7 | 1.2 | -5 | -3 | -0.9 | -0.1 | 1.8 | 0 | -3 | -3
[27] COc1ccc(OC)c(NC(=O)C2CC(/C=C/c3ccccc3)=NO2)c1 (stereo unspecified)
 : 1.0 | -4 | 1.9 | -5 | 3 | -0.3 | 0.7 | 0.9 | 0 | 1 | 1
[28] O/N=C(\c1ccc(Cl)cc1)c1ncc(C(F)(F)F)cc1Cl
 : -0.3 | 4 | 2.9 | 7 | -3 | -0.5 | 1.3 | 0.1 | 0 | -1 | -2
[29] CSc1nnc(-c2ccccc2)o1
 : -1.6 | -3 | 3.0 | 3 | -4 | -1.6 | 1.0 | 1.0 | 3 | 0 | 5
[30] O=C(NCc1cccnc1)c1ccc(-c2cccc(Cl)c2Cl)o1
 : -2.7 | -1 | -1.1 | -5 | -1 | -2.0 | -0.8 | 0.3 | -3 | 0 | 3
[31] OC[C@@H]1CN(Cc2cccc(C(F)(F)F)c2)C[C@H](n2cnc3c(NCc4ccncc4)ncnc32)O1
 : 0.0 | -3 | 0.2 | 1 | 2 | -0.6 | · | 0.4 | -2 | -2 | 1
[32] COC(=O)CCC(=O)Nc1ccccc1C(N)=O
 : -0.9 | -6 | 0.2 | -2 | 3 | -0.4 | -1.1 | 0.8 | -2 | -1 | -2
[33] CCOC(=O)c1nn(-c2ccc(C)cc2)c2nc(Nc3ccccc3)cc(=O)n12
 : -0.1 | 4 | 0.8 | -10 | -4 | -0.8 | 0.0 | -0.7 | -5 | 1 | -3
[34] Cc1cccc(CN2CCN(C(=O)c3ccccc3F)CC2)c1
 : -2.1 | -6 | -0.1 | 2 | -6 | -1.8 | 1.3 | -0.6 | 1 | -3 | -2
[35] COc1ccc(-c2cc(-c3nnc(SCC(=O)Nc4cccc(Cl)c4C)n3N)[nH]n2)cc1
 : -3.6 | 2 | -0.6 | 0 | 9 | -0.2 | · | -1.5 | 6 | -5 | -1
[36] N/C(=N\OC(=O)C12CC3CC(CC(C3)C1)C2)c1cccnc1
 : -0.7 | -2 | 2.5 | -1 | -2 | -1.1 | 0.6 | 0.9 | 4 | 2 | 1
[37] CN(C)Cc1c(OC(=O)c2ccc(N)cc2)ccc2ccccc12
 : -0.3 | -7 | 4.2 | -4 | 2 | -1.1 | -1.2 | -1.4 | -4 | 4 | -2
[38] OCC1(CCc2ccccc2)CCN(Cc2cc(Cl)ccc2O)CC1
 : -0.8 | 3 | -2.0 | -1 | 10 | -0.8 | 0.5 | 0.1 | 0 | 1 | -3
[39] COC(=O)C1=C(C)N(C)C(=NCc2ccc3c(c2)OCO3)NC1c1ccccc1 (stereo unspecified)
 : 0.7 | -3 | 1.1 | 1 | 2 | -0.7 | · | 0.2 | 2 | -1 | -2
[40] COC(=O)c1ccccc1NC(=O)COc1ccc2c(c1)OCO2
 : 1.2 | -1 | -0.3 | -7 | 6 | -0.6 | 0.3 | 0.6 | 1 | -1 | 11
[41] Cc1oc2c(CN3CCCC(C)C3)c(O)ccc2c(=O)c1-c1ccccc1 (stereo unspecified)
 : -0.2 | -438 | -0.8 | i | 1 | -0.1 | -1.6 | -0.2 | i | 0 | -2
[42] O=c1n(-c2ccccc2)c(=O)n2n1CC(O)C2
 : -1.6 | -4 | 0.4 | -4 | 3 | -1.8 | -0.6 | -1.1 | 1 | -2 | 0
[43] O=C(C1CC(=O)N(c2ccc3c(c2)OCCO3)C1)N1CCN(c2cccc(C(F)(F)F)c2)CC1 (stereo unspecified)
 : -1.1 | 1 | 1.1 | 1 | 3 | -1.3 | -0.8 | 0.0 | 3 | -2 | -10
[44] COc1ccc(C2CC(=O)C(c3ccc(Cl)c(Cl)c3)=CN2Cc2ccccc2)cc1 (stereo unspecified)
 : -3.2 | 0 | 4.4 | -46 | -3 | -0.9 | · | -0.9 | -38 | -6 | -7

Structural class, those above with a Cl atom
Every second line gives: hcDAF12 agonist | ADAM17 inh | hgDAF-12 ag | PLCb3 inh | MBD2 DNA inh | ssDAF12 agonist | DAX1 inh-2 | DAX1 inh-1 | PLC-gamma1 inh | SMARCA2 act | NR1D1 modulator
[2] COC(=O)C1=C(C)N(C)C(=NCc2cccc(C(F)(F)F)c2)NC1c1cccc(Cl)c1 (stereo unspecified)
 : 0.4 | -4 | -0.7 | 1 | 1 | -0.9 | · | -1.0 | 2 | -4 | -6
[4] CS(=O)(=O)Nc1ccc(C(=O)NCCSc2ccc(Cl)cc2)cc1
 : 0.1 | -1 | 1.8 | -3 | -5 | -1.1 | -0.9 | 0.4 | 0 | 1 | -2
[24] CC1CCN(CCCNC(=O)c2ccc(CSCc3cccc(Cl)c3)o2)CC1
 : 0.1 | -2 | 3.4 | -3 | -1 | -1.3 | 0.1 | 0.5 | 1 | 2 | -1
[28] O/N=C(\c1ccc(Cl)cc1)c1ncc(C(F)(F)F)cc1Cl
 : -0.3 | 4 | 2.9 | 7 | -3 | -0.5 | 1.3 | 0.1 | 0 | -1 | -2
[30] O=C(NCc1cccnc1)c1ccc(-c2cccc(Cl)c2Cl)o1
 : -2.7 | -1 | -1.1 | -5 | -1 | -2.0 | -0.8 | 0.3 | -3 | 0 | 3
[35] COc1ccc(-c2cc(-c3nnc(SCC(=O)Nc4cccc(Cl)c4C)n3N)[nH]n2)cc1
 : -3.6 | 2 | -0.6 | 0 | 9 | -0.2 | · | -1.5 | 6 | -5 | -1
[38] OCC1(CCc2ccccc2)CCN(Cc2cc(Cl)ccc2O)CC1
 : -0.8 | 3 | -2.0 | -1 | 10 | -0.8 | 0.5 | 0.1 | 0 | 1 | -3
[44] COc1ccc(C2CC(=O)C(c3ccc(Cl)c(Cl)c3)=CN2Cc2ccccc2)cc1 (stereo unspecified)
 : -3.2 | 0 | 4.4 | -46 | -3 | -0.9 | · | -0.9 | -38 | -6 | -7
